From PubChem
M1 PAM: human M1 muscarinic receptor positive allosteric modulators, primary screen, CHO-K1 cells, Fluo-8 calcium fluorescence, 1536-well; CHO-K1 hM1, ACh EC20; 0% = ACh EC20, 100% = maximal ACh; activation, % at 3 µM; 0.088% of 360,000 active; in the data active = activation above about 19%, passing the limit was not always enough
M5 ag: human M5 muscarinic receptor agonists, primary screen, CHO-K1 cells, Fluo-8 calcium fluorescence | activation, % at 3 µM | 0.19% of 360,000 active | CHO-K1 hM5 cells; 0% DMSO wells, 100% maximal acetylcholine response;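 active = activation above the run's mean over test compounds plus 3 SD, cut at about 23% in these data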;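 note: signal is peak over basal fluorescence ratio across the kinetic read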
Target sequence (P08912 whole entry, looked up): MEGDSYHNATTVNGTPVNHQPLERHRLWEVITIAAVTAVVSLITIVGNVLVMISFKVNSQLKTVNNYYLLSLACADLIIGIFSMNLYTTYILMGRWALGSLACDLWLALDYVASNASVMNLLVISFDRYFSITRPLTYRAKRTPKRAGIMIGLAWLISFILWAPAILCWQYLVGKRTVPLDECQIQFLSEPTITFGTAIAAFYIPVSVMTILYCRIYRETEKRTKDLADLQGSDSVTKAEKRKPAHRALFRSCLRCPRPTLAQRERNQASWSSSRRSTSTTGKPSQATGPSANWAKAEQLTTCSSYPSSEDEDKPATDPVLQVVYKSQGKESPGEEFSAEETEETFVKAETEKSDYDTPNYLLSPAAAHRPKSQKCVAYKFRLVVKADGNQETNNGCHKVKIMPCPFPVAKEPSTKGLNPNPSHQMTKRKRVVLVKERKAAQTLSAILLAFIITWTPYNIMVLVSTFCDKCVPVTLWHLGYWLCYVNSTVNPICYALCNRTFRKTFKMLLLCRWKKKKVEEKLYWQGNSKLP
CHRM5 antagonist: human M5 muscarinic receptor antagonists, primary screen, CHO cells, Fluo-8 calcium fluorescence | 0.59% of 360,000 active | inhibition, % at 3 µM | CHO-hM5 cells, ACh EC80 | AID 624040, 2012 | Muscarinic acetylcholine receptor M5 (Homo sapiens), P08912;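 active = inhibition above a per-plate cutoff, the mean of that plate's test compounds plus 3 SD, cut at about 27% in these data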;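 note: 0% = acetylcholine EC80 with DMSO and 100% = DMSO without agonist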
CHRM4 agonist: human M4 muscarinic receptor agonists, primary screen, CHO-K1 cells, Fluo-8 calcium fluorescence; Muscarinic acetylcholine receptor M4 (Homo sapiens), P08173; CHO-K1 hM4/Gqi5; vehicle 0%, full acetylcholine response 100%; activation, % at 3 µM; 0.14% of 360,000 active;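 active = activation above the run mean over all test wells plus 3 SD, cut at about 32% in these data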;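 note: peak over basal fluorescence ratio per well then scaled between controls; 0% = DMSO wells and 100% = acetylcholine at EC100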
Target sequence (P08173 whole entry, looked up): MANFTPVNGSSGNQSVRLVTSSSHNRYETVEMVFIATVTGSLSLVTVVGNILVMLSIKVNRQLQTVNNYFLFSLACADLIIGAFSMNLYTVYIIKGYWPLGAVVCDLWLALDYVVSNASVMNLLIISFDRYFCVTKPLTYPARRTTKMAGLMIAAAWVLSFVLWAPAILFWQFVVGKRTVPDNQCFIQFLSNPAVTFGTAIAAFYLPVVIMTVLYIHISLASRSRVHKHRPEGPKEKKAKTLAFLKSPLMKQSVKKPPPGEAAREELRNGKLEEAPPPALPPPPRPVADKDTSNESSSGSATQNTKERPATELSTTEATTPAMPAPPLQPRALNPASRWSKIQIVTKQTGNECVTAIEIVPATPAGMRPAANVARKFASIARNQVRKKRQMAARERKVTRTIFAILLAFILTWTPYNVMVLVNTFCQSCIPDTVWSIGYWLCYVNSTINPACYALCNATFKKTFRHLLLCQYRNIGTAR
M1 antag: human M1 muscarinic receptor antagonists, primary screen, CHO-K1 cells, Fluo-8 calcium fluorescence, 1536-well; Muscarinic acetylcholine receptor M1 (Homo sapiens), P11229; CHO-K1 hM1, ACh EC80 antagonist; inhibition, % at 3 µM; 1.3% of 360,000 active; AID 588852, 2011;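 active = percent inhibition above its own plate's cutoff, namely the mean of that plate's compound wells plus 3 SD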;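 note: peak over basal fluorescence ratio during 140 s after agonist addition; 0% = ACh EC80 plus DMSO and 100% = DMSO alone without agonist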
CHRM4 PAM: human M4 muscarinic receptor positive allosteric modulators, primary screen, CHO-K1 cells, Fluo-8 calcium fluorescence; CHO-K1 hM4/Gqi5, ACh EC20; 0% = ACh EC20, 100% = maximal ACh; 0.4% of 360,000 active; activation, % at 3 µM; Muscarinic acetylcholine receptor M4 (Homo sapiens), P08173;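 active = activation above its plate's cutoff, the mean activation of sample wells plus 3 SD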; note: some results filed as inactive read as strong as hits
M4 antag: human M4 muscarinic receptor antagonists, primary screen, CHO cells, Fluo-8 calcium fluorescence; 0.73% of 360,000 active; inhibition, % at 3 µM; AID 624125, 2012; Muscarinic acetylcholine receptor M4 (Homo sapiens), P08173; CHO-hM4 cells, ACh EC80;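 active = inhibition above its plate's cutoff, the mean inhibition of sample wells plus 3 SD, cut at about 27% in these data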;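 note: 0% = acetylcholine EC80 with DMSO and 100% = DMSO without agonist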
CRFBP-R2 agonist: agonists of CRF-BP/CRF-R2 complex, primary screen, cell-based, HEK293, calcium dye fluorescence, uHTS. CRF-binding protein / CRF receptor 2 complex (human). calcium dye fluorescence (FLIPR); percent of saturating CRF peptide response. activation, % at 13.2 µM. 0.46% of 350,000 active;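 active = activation of at least 50%, plus an integration ratio under a set limit after plate pattern correction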;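 note: plate controls were neutral control wells without compound for no effect and CRF at EC100 for full effect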
M5 PAM: human M5 muscarinic receptor positive allosteric modulators, primary screen, CHO-K1 cells, Fluo-8 calcium fluorescence. Muscarinic acetylcholine receptor M5 (Homo sapiens), P08912. CHO-K1 hM5, ACh EC20 PAM; 0% = ACh EC20, 100% = ACh EC100. activation, % at 3 µM. 0.3% of 360,000 active. AID 624038, 2012;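 active = activation above the run cutoff, the mean activation of all test compounds plus 3 SD, cut at about 18% in these data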
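Probe or stimulus: acetylcholine, EC20 level; Assay system: human M5 receptor in CHO-K1 cells; Schedule: compound preincubation 140 s before EC20 acetylcholine addition; Technique: intracellular calcium via Fluo-8 fluorescence; Dosing: single-point, 3 µM nominal; Read-out basis: percent activation from peak-over-basal fluorescence ratio, scaled EC20-to-EC100 acetylcholine; Repeats: one well per compound, no replicates.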
* hit, by the source's call; · = no result given.

SMILES	M1 PAM	M5 ag	CHRM5 antagonist	CHRM4 agonist	M1 antag	CHRM4 PAM	M4 antag	CRFBP-R2 agonist	M5 PAM
O=C(Cn1cnc2c(nnn2Cc2ccc(F)cc2)c1=O)NCc1ccccc1	10	-1	5	2	-12	7	7	-1.8	0
COc1ccc(NC(=O)c2ccccn2)cc1	-1	-4	-1	0	-2	-1	-2	0.0	2
COCCNC(=O)/C(C#N)=C/c1ccccc1Br	11	0	6	1	-10	0	5	-1.1	11
COc1cc2[nH]c(=O)c(C(=O)NCc3ccc(F)cc3)c(O)c2cc1OC	0	0	-3	1	-5	1	1	-0.2	-3
COc1ccc(CN(C)CC(O)COC(c2ccccc2)c2ccccc2)c(OC)c1OC (stereo unspecified)	-23	-4	12	10	20	-14	1	-0.4	-5
CC(C)(C)C1=NN=C2c3ccccc3C(=O)C21 (stereo unspecified)	2	-2	9	1	-8	-3	-5	-0.6	-8
Cc1ccc(-n2nnnc2SCC(=O)N2c3ccccc3NC(=O)C2(C)C)cc1	4	-3	2	-1	3	-4	-9	-2.1	-7
CCOC(=O)c1c(C)nn(-c2ncccc2NC(=O)CCC(=O)O)c1C	-2	1	-9	1	11	3	-7	3.7	3
Cc1cc(C)cc(N(C(=O)Cc2cccs2)C(C(=O)NC2CCCCC2)c2ccccn2)c1 (stereo unspecified)	0	-1	2	-1	-4	-5	7	0.4	0
COc1cc(NC(=O)c2cccc3c2C(=O)N(Cc2cccnc2)C3)cc(OC)c1OC	-14	3	4	3	17	-6	8	-1.1	-8
COc1ccc(NS(=O)(=O)c2cc(NC(=O)Cc3n[nH]c(=O)c4ccccc34)ccc2OC)cc1	-5	0	1	-1	17	7	-7	1.7	0
Cc1cc(NC(=O)OC(C)(C)C)c(-n2nnnc2C(C(=O)c2ccc3c(c2)OCO3)N2CCN(c3ccccn3)CC2)cc1C (stereo unspecified)	·	-4	3	0	·	6	-21	·	-2
O=C(CN1CCc2ccccc2C1)Nc1ccc(Br)cc1	9	-3	15	-1	-7	6	1	1.0	-8
Cc1ccccc1OCC(=O)NS(=O)(=O)c1ccc(Cl)cc1	9	-3	-15	1	-5	4	7	-10	8
CN(C(=S)NC(=O)C1CC1)c1ccc(O)cc1	8	1	7	1	-1	4	2	0.5	4
Cc1cccc(N2C(=O)N3[C@H](c4ccc(Cl)cc4)[C@@H]4C(=O)N(C5CCCCC5)C(=O)[C@@H]4[C@]3(Cc3ccc(Cl)cc3)C2=O)c1	8	7	-13	2	-4	6	-15	5.1	19*
CCS(=O)(=O)N1CCC(C(=O)Nc2cc(Cl)ccc2O)CC1	1	0	0	2	4	6	6	-1.7	-5
Cc1ccc2cc(C=C(C#N)C#N)c(N3CCCCC3)nc2c1	0	-2	-12	2	1	8	-21	14	11
Cc1ccc(C2C3=C(CCCC3=O)OC3=C2C(=O)CCC3)cc1	17	3	-4	1	-20	6	2	-3.2	9
COc1ccc(-c2nn(-c3ccccc3)cc2C(=O)N(C)CC(=O)Nc2ccc(N3CCOCC3)cc2)cc1	6	1	-7	2	-7	3	0	-0.9	7
CCN(CC)S(=O)(=O)c1ccc(N2CCOCC2)c(NS(=O)(=O)c2ccc(Cl)s2)c1	0	2	-2	2	1	-1	5	-1.2	1
O=C(NCCc1ccccn1)C(F)(F)C(F)(F)C(F)(F)C(F)(F)C(F)(F)C(F)(F)C(F)(F)C(F)F	-3	2	4	0	0	-9	5	3.5	-7
COc1ccc(C(=O)NCCn2nc(C)cc2C)cc1OC1CCN(C(C)=O)CC1	7	-3	16	1	-10	-3	3	-0.6	-9
COc1ccc(/C=C2/SC(=O)N(CCCCCC(=O)Nc3ccccc3C(=O)O)C2=S)cc1	-3	-3	15	0	4	0	2	-2.6	-4
COCCn1c(SCC(=O)Nc2ccc(F)cc2)nc2ccccc2c1=O	6	-2	10	2	-15	0	-1	-1.4	0

Next section.
SMILES	M1 PAM	M5 ag	CHRM5 antagonist	CHRM4 agonist	M1 antag	CHRM4 PAM	M4 antag	CRFBP-R2 agonist	M5 PAM
CN1CCC(CC(C(=O)N2CCCC2)(c2ccccc2)c2ccccc2)C1 (stereo unspecified)	-27	-8	-5	2	61*	-8	5	0.1	-13
Cc1ccc(C)n1C1CCS(=O)(=O)C1 (stereo unspecified)	1	-4	3	1	3	-5	10	-2.8	-7
CN1CCN(c2ccc(NC(=S)NC(=O)c3cccc4ccccc34)cc2)CC1	-22	-8	17	3	45*	-1	5	0.3	-11
COc1ccc(N2C(=O)NC3CC2(C)Oc2ccccc23)cc1 (stereo unspecified)	6	0	8	1	-5	3	19	2.0	-4
CC(C)(C)NC(=O)COC(=O)c1ccc(S(=O)(=O)N2CCCC2)cc1	9	-4	7	1	-3	-1	-16	-1.3	2
CCOC(=O)c1c(C)nc2sc3c(=O)n(-c4ccc(C(C)=O)cc4)nnc3c2c1-c1ccc(OC)cc1	7	2	-5	0	-9	5	-6	1.0	4
Cc1ccc(NC(=O)CCC(=O)NNC(=O)c2cccc([N+](=O)[O-])c2)cc1C	6	-1	2	0	-6	4	3	1.2	1
CCN(CC)c1ccc(/C=N/NC(=O)Cc2cccs2)cc1	7	-1	-3	-2	-6	1	3	-1.0	1
COC(=O)c1ccc(CSc2ncnc3c2nnn3-c2ccc(OC)cc2)o1	8	-1	-1	1	-19	7	3	4.3	1
CC(=O)c1cccc(NC(=S)NCCCCc2ccccc2)c1	-7	2	7	11	9	-6	-3	8.9	-15
CC(=O)N/C(=N\OCc1ccccc1Cl)c1nonc1NC(C)=O	12	-1	-2	2	-9	8	-6	-1.5	5
COc1ccc(NC(=O)N(C)C[C@H]2Oc3ccc(NC(=O)CCN4CCOCC4)cc3C(=O)N([C@H](C)CO)C[C@@H]2C)cc1	26	4	-3	0	-14	18	-7	0.2	10
Fc1ccccc1Nc1nc2ccccc2o1	9	-4	1	0	-15	-1	-14	-0.4	3
NS(=O)(=O)c1ccc(NC(=O)CN2CCc3ccccc32)cc1	7	0	-6	1	-10	-4	-4	-0.2	9
CCCCC(C(=O)NC1CCCC1)N(Cc1ccco1)C(=O)Cn1nnc(-c2ccc(F)cc2)n1 (stereo unspecified)	-2	-6	-3	0	-5	-2	4	1.8	3
CC1(C(=O)Nc2ccc3c(c2)OCCO3)CSCC(=O)N1CCCn1ccnc1 (stereo unspecified)	·	0	-13	1	·	16	-14	·	16
O=C(Nn1cnnc1)c1ccc(Cl)c(Cl)c1	7	-2	8	0	-7	0	-3	1.2	-1
Cc1ccc(S(=O)(=O)N2CCN(C(=O)CNC(=O)c3ccc(Cl)cc3)CC2)cc1	17	-2	5	4	-24	11	-8	-10	-6
COc1ccc(NC(=O)c2oc3ccccc3c2NC(=O)c2ccc(OC)c(OC)c2)c(OC)c1	10	5	0	1	-16	0	-1	3.0	7
CCN(CC)CCOc1ccc(C=NNc2nc3c([nH]2)c(=O)n(C)c(=O)n3C)cc1	7	0	-3	0	-15	-3	3	0.5	4
Cc1cc(NS(=O)(=O)c2ccc(NC(=S)Nc3ccc(Cl)cc3C)cc2)no1	1	1	9	1	-4	-3	0	0.0	-2
CCCn1c(SCC(=O)Nc2nc(C)cs2)nnc1-c1cccnc1	3	-2	7	1	0	-4	-2	0.1	0
COc1ccc(NC(=O)C(CCSC)NC(N)=O)cc1Cl (stereo unspecified)	4	0	-6	1	-3	14	-16	3.9	6
CCN(CC)C(CNS(=O)(=O)c1ccc(Cl)cc1)c1ccccc1 (stereo unspecified)	0	-11	6	0	0	-11	0	-1.1	5
CC(C)(C)c1ccc(/C=N/NC(=O)Cc2c[nH]c3ccccc23)cc1	8	2	0	1	1	4	4	0.2	3

Next results follow.
SMILES	M1 PAM	M5 ag	CHRM5 antagonist	CHRM4 agonist	M1 antag	CHRM4 PAM	M4 antag	CRFBP-R2 agonist	M5 PAM
Fc1ccc(NC(=S)N2CCN(c3ncccn3)CC2)cc1	3	-4	-9	1	-2	-1	-1	-0.1	2
O=C(CSc1ncnc2nc[nH]c12)Nc1nnc(SCc2ccc(Cl)c(Cl)c2)s1	11	2	-2	3	-5	-8	2	2.2	1
O=C(CNC(=O)c1ccc(N2CCCC2=O)cc1)Nc1ccc(F)c(F)c1F	18	1	11	0	-11	7	0	-2.2	-4
CC(C)OCCCNC(=O)C1CCC(=O)N1C1CCCC1 (stereo unspecified)	2	2	-4	1	0	0	-4	-1.4	3
OC12CCCCC1C(c1ccc3c(c1)OCO3)N(Cc1ccc(F)cc1)CC2 (stereo unspecified)	8	-3	0	-2	-5	-3	5	0.3	-2
OCCSc1nc(-c2ccccc2)nc2ccc(F)cc12	9	0	-3	1	0	-3	-7	-1.1	1
O=C(Nc1ccccc1)N1N=C(c2cccs2)CC1c1cccs1 (stereo unspecified)	-2	-3	4	0	12	8	1	3.3	-3
CCCOC(=O)Cn1c(=O)c2cc3c(=O)n(CC(=O)OCCC)c(=O)c3cc2c1=O	8	1	-3	2	-9	8	0	-6.1	4
CC(OC(=O)/C=C/c1ccco1)C(=O)NC1CCCCC1C (stereo unspecified)	10	1	2	1	-14	2	-10	0.8	-8
O=C(NCc1cccnc1)c1ccccc1NS(=O)(=O)c1ccc(F)cc1F	13	-1	9	1	-19	6	-8	1.3	-3
COc1ccc(NC(=S)/N=C(\N)Nc2nc(C)c3ccccc3n2)cc1	-1	-5	2	4	-10	-14	-20	-1.5	-8
CCc1ccc(C2CC(c3ccccc3Cl)Nc3nc(N)nn32)cc1 (stereo unspecified)	5	24*	3	13	-6	9	1	38	-5
O=C(COc1c(F)c(F)cc(F)c1F)NNC(=O)CC1CCS(=O)(=O)C1 (stereo unspecified)	-3	5	9	1	-4	2	5	-0.3	-2
CCOCCOC(=O)C1=C(C)N(C)C(=O)NC1c1cc(Cl)c(O)c(OC)c1 (stereo unspecified)	3	2	-3	1	2	-3	-5	2.1	-1
Cc1cccc(NC(=S)N(CCc2ccncc2)C(C)C)c1C	9	-2	4	0	-16	-3	8	2.4	-2
COc1ccc2c(ccn2S(=O)(=O)c2ccccc2)c1	-1	-2	6	-1	8	-2	-2	0.8	-7
CCC(=O)Nc1ccc(-c2cc3ccccc3oc2=O)cc1	7	1	-6	1	7	-2	0	-0.3	2
Cc1ccc(C2=NC(C)(C)N=C2SCC(=O)Nc2ccc(Cl)cc2)cc1	13	2	-10	4	-15	20	-17	-0.1	5
O=C(NC1CCCCCC1)c1cccnc1Sc1ccccc1	7	1	-4	0	-5	-2	11	-0.5	-2

Part of the list above, limited to CHRM5 antagonist, M1 antag and M5 ag.
compound | CHRM5 antagonist | M1 antag | M5 ag
CC(C)(C)C1=NN=C2c3ccccc3C(=O)C21 (stereo unspecified) | 9 | -8 | -2
Cc1ccc(-n2nnnc2SCC(=O)N2c3ccccc3NC(=O)C2(C)C)cc1 | 2 | 3 | -3
